Screening results (PubChem)
Mdm2 MdmX PPI: inhibitors of human Mdm2-MdmX association, primary screen, cell-based, luminescence, split luciferase, SaOS-2, uHTS | inhibition, % at 8 µM | Protein Mdm4 (Homo sapiens) + E3 ubiquitin-protein ligase Mdm2 (Homo sapiens), … | SaOS-2 split-luciferase Mdm2/MdmX complementation | 330,000 compounds, 3% hits;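 active = inhibition of at least 50% at 8 µM in the primary screen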
CCR6 antagonist: CCR6 receptor antagonists, primary screen, cell-based, CHO-K1, luminescence, beta-arrestin, uHTS; C-C chemokine receptor type 6 (Homo sapiens), P51684; 340,000 compounds, 0.49% hits; inhibition, % at 20 µM; CHO-K1 CCR6 PathHunter beta-arrestin, CCL20-stimulated; AID 493098, 2011;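 active = compounds whose inhibition of the agonist-driven luminescence signal at 20 µM reaches about 50%, limit read from the data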;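 also: cells stimulated with CCL20 at 14 nM final; plate controls were DMSO with CCL20 for no effect and DMSO without agonist for full effect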
Target sequence (P51684 whole entry, looked up): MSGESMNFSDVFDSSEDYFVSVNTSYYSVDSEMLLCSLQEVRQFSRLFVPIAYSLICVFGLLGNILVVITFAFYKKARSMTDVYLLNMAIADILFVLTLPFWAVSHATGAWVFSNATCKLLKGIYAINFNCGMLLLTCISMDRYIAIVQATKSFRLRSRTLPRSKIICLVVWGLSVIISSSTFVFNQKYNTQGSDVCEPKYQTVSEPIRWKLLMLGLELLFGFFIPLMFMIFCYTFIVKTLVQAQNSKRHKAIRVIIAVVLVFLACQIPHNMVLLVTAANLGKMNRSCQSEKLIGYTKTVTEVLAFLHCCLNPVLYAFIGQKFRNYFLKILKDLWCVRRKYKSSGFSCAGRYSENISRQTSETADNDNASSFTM
XBP1 UPR activ: activators of adaptive XBP1 UPR arm, primary screen, cell-based, CHO-XBP1 luciferase reporter, luminescence, uHTS; AID 463104, 2010; 330,000 compounds, 0.33% hits; activation, % at 20 µM; IRE1-XBP1 UPR activation; percent of tunicamycin response, DMSO as zero;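 active = versus positive control, 20 µM dose yields 30% or more activation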;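 also: 100% = tunicamycin at 10 µg/mL and 0% = DMSO only wells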
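Assay system: CHO-XBP1 luciferase reporter cells; Schedule: 6 h treatment, 37 °C; Detection: glow luminescence from Steady-Glo reagent; Benchmarks: high control tunicamycin 10 µg/mL final, low control DMSO vehicle only.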
697 NFkB inh: inhibitors of PMA/ionomycin-induced NF-kB reporter, 697 cells, primary screen, B-cell NF-kB inhibitor project, cell-based, luminescence, uHTS. 697 B-cell NF-kB luciferase reporter, 16 h. inhibition, % at 4 µM. 330,000 compounds, 0.33% hits; in the data active = inhibition above about 35%
EBI2 block: EBI2 receptor antagonists, beta-arrestin recruitment, primary screen, cell-based, luminescence, 7a,25-OHC stimulation, uHTS. 7a,25-OHC stimulated. inhibition, % at 5 µM. 360,000 compounds, 0.81% hits. AID 651636, 2012; in the data active = inhibition above about 38%;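 also: enzyme fragment complementation signal reports receptor beta-arrestin coupling in cells; 0% = agonist plus DMSO wells and 100% = wells without agonist; some results beyond the cut were filed as inactive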
Target sequence (P32249 whole entry, looked up, the tested form may be a part): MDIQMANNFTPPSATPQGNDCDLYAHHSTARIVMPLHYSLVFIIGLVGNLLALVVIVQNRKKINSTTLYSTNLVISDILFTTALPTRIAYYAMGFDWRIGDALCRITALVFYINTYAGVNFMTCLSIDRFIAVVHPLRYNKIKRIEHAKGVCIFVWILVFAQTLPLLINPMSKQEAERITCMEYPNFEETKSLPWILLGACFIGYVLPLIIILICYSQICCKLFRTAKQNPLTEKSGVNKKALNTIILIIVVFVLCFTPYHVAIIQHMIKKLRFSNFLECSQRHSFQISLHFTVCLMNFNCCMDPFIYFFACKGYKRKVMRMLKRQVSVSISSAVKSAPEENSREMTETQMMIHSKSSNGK
CHOP UPR activ: activators of apoptotic CHOP UPR arm, primary screen, cell-based, CHO-CHOP luciferase reporter, luminescence, uHTS; UPR activation; percent of tunicamycin response over DMSO baseline; activation, % at 10 µM; 330,000 compounds, 0.34% hits;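 active = at 10 µM dose, activation of 40% or more, normalized to positive control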;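 also: 100% = tunicamycin at 10 µg/mL and 0% = DMSO alone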
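Assay system: CHO-CHOP cells, stable luciferase reporter of PERK-eIF2a-CHOP signalling / Buffer or medium: F12 plus 10% serum / Compound dosing: one dose, 10 µM in 0.5% DMSO / Times: 6 h compound treatment, 37 °C / Technique: luciferase luminescence / Read-out: % reporter activation, DMSO baseline versus tunicamycin full activation / Benchmarks: tunicamycin and DMSO controls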
Gli-Sufu antag: Gli-Sufu pathway antagonists, primary screen, luciferase luminescence, Sufu-KO-LIGHT cells, uHTS. AID 588413, 2011. Sufu-KO-LIGHT fibroblasts, Gli luciferase reporter luminescence. inhibition, % at 5 µM. 340,000 compounds, 0.74% hits;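 active = inhibition above about 55%, limit read from the data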;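 also: 0% = DMSO-treated cells and 100% = wells with medium but no cells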
Jurkat NFkB inh: inhibitors of induced NF-kB luciferase reporter, primary screen, TCR NF-kB activation inhibitor project, cell-based, luminescence, uHTS; Jurkat, PMA/ionomycin-induced NF-kB luciferase reporter; inhibition, % at 4 µM; 330,000 compounds, 0.53% hits; AID 435003, 2010; in the data active = inhibition above about 50%
CXCR6 inh: CXCR6 receptor inhibitors, primary screen, cell-based, beta-arrestin, luminescence, CHO-K1 PathHunter, 1536-well; 360,000 compounds, 0.36% hits; inhibition, % at 20 µM; C-X-C chemokine receptor type 6 (Homo sapiens), O00574; in the data active = inhibition above about 34%, passing the limit was not always enough;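 also: antagonist mode with CXCL16 agonist at 10 nM final; 0% = 10 nM CXCL16 with DMSO and 100% = unstimulated wells without agonist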
The depositor's hits bear a star; . = not tested or not shown.

SMILES | Mdm2 MdmX PPI | CCR6 antagonist | XBP1 UPR activ | 697 NFkB inh | EBI2 block | CHOP UPR activ | Gli-Sufu antag | Jurkat NFkB inh | CXCR6 inh
COn1c(=O)c(-c2ccccc2)[n+]([O-])c2ccccc21 | 16.2 | -2.4 | -5.6 | -16.2 | -17.3 | -0.3 | 4.9 | -20.2 | 2.7
O=C(COC(=O)c1ccccc1-c1nc2ccccc2s1)NC1CCS(=O)(=O)C1 (stereo unspecified) | -17.8 | -16.2 | -2.6 | 16.4 | -5.3 | 0.1 | -5.7 | 14.3 | -10.8
O=C(O)CSC1=NC(=Nc2ccc(Cl)cc2)C2(CCCCC2)N1c1cccc(C(=O)O)c1 | 9.7 | 10.2 | -0.5 | 5.7 | -8.0 | 0.2 | 1.6 | 4.2 | 8.3
COc1cccc(CC(=O)NNC(=O)c2c(-c3ccccc3)noc2C)c1 | 0.5 | 3.6 | -0.2 | 22.8 | -1.5 | 1.7 | 11.7 | 4.3 | 0.8
Cc1cc(C)c(S(=O)(=O)N2CCCC(C(=O)NCc3cccnc3)C2)c(C)c1 (stereo unspecified) | 8.6 | 15.6 | -5.1 | -3.3 | -2.4 | 2.1 | 2.9 | 8.8 | -4.6
CCN(CC)CCNC(=O)/C(=N\O)c1ccccn1 | 18.3 | 3.8 | -3.2 | 16.0 | 0.8 | -1.6 | -4.5 | -1.4 | -0.8
O=C(CN1C(=O)NC2(CCCC2)C1=O)OCCOc1cccc(Br)c1 | 21.0 | 8.5 | 1.4 | 13.7 | 0.3 | -0.7 | -26.6 | 7.8 | -7.2
CC(=O)SCCC(=O)Nc1ccccc1 | -21.0 | -2.0 | 0.7 | 15.2 | 3.2 | -0.4 | -6.7 | -2.4 | 5.9
CCn1c(-c2ccccc2)csc1=Nc1ccc(O)cc1 | -257.9 | 9.5 | 2.1 | -76.6 | 4.1 | 3.8 | -13.3 | -78.9 | -5.4
O=C(O)CC1(CC(=O)Nc2cc(C(F)(F)F)cc(C(F)(F)F)c2)CCCCC1 | 11.0 | 7.7 | -2.1 | 17.2 | 2.8 | 0.5 | -2.7 | 16.9 | -2.7
Cn1c(-c2ccncc2)nc2ccccc21 | -7.5 | -0.9 | -1.0 | 7.2 | -5.6 | 0.4 | 0.8 | 11.6 | 0.8
CC(=O)c1cc(F)c(N2CCOCC2)cc1C | -9.7 | -4.3 | 1.0 | 12.4 | -5.2 | -1.3 | 0.7 | -2.0 | -5.6
Cc1ccc(C(=O)/C=C\Nc2ccc(C)c(C)c2)cc1 | -198.9 | 5.3 | 2.6 | -145.8 | 22.2 | 4.1 | -61.7 | -161.8 | -3.5
O=C(NCCc1ccccc1)c1noc2c1CCCCC2 | -69.4 | 10.9 | 2.0 | -100.3 | 5.4 | 3.4 | -75.7 | -80.7 | -5.7
Cc1ccsc1/C=N/Nc1cccc(C(=O)O)c1 | -40.5 | -6.4 | -9.3 | 8.8 | 2.9 | -9.7 | -235.6 | 55.9* | -19.0
Cc1cccc(C)c1NC(=O)CS(=O)CC(=O)NCCCc1ccccc1 (stereo unspecified) | -2.8 | 1.5 | -1.0 | 2.9 | -2.7 | -0.8 | -19.4 | 1.9 | -0.8
O=C(COC(=O)Cc1cccs1)NCc1ccc(F)cc1 | -27.1 | -5.8 | 0.9 | -7.5 | -4.9 | 0.4 | -1.1 | 11.1 | 0.0
CCOc1ccccc1NC(=O)CSc1nc2ccccc2nc1N1CCCC1 | 32.0 | 14.5 | 0.1 | -3.5 | 24.6 | -2.6 | -11.1 | 8.1 | 6.1
COc1ccc(CNc2cc(C)ccn2)c(O)c1 | 7.3 | 8.1 | 1.5 | 17.1 | 14.2 | 0.6 | 19.1 | 0.1 | -5.9
CCOc1cc(CNCc2ccncc2)cc(Br)c1OCc1ccc(F)cc1 | -2.0 | 8.0 | 0.9 | -45.3 | 58.5* | 2.8 | 9.2 | 13.4 | -1.2
CCN(C[C@H]1N[C@@](Cc2ccccc2)(C(=O)OC)[C@H]2C(=O)N(Cc3ccccc3)C(=O)[C@@H]12)C(=O)C1CCCCC1 | 26.5 | 4.2 | -1.9 | 9.1 | 16.3 | -0.5 | 2.9 | 5.7 | -2.1
O=c1[nH]n(-c2ccc(F)cc2)c2ncccc12 | -0.1 | 8.1 | -0.5 | 23.2 | 0.7 | -0.3 | -2.1 | -6.2 | 0.0
O=C(CC1NC2CCCCC2NC1=O)Nc1ccc2c(c1)OCO2 (stereo unspecified) | 7.3 | -5.3 | -0.2 | 17.0 | -13.6 | -1.3 | 0.7 | 3.6 | -1.0
CCOC(=O)C1CCCN(C(=O)c2ccc3c(=O)n(CCOC)c(=S)[nH]c3c2)C1 (stereo unspecified) | 19.9 | 5.2 | -1.4 | -4.4 | -5.5 | -1.1 | 34.4 | 17.4 | 7.4
COc1ccccc1N1CCN(C(=O)/C=C/c2cccc([N+](=O)[O-])c2)CC1 | 14.5 | 7.2 | -2.3 | -15.5 | 19.0 | -1.9 | 7.5 | 49.6 | -1.9
Carrying on:
SMILES | Mdm2 MdmX PPI | CCR6 antagonist | XBP1 UPR activ | 697 NFkB inh | EBI2 block | CHOP UPR activ | Gli-Sufu antag | Jurkat NFkB inh | CXCR6 inh
CC(C)(C)n1c(O)c2ccc(C(=O)N=NC(=O)c3ccccc3)cc2c1O | 5.8 | 22.9 | -0.8 | -15.8 | 5.8 | 0.7 | -4.2 | 8.8 | 3.0
CCOC(=O)C1=C(N)Oc2c(c(=O)[nH]c3ccccc23)C1c1ccccc1 (stereo unspecified) | -7.4 | 6.8 | 1.9 | 18.5 | -5.6 | -0.3 | 12.1 | 7.2 | 0.4
CCOC(=O)c1ccc2c(c1)N(C)C(=O)c1ccccc1S2 | 22.7 | 10.4 | -1.0 | 5.2 | -0.5 | 2.4 | . | 3.1 | 1.7
COC(=O)c1ccccc1Sc1snnc1C | 15.1 | 8.8 | 1.0 | -32.8 | -0.7 | -1.0 | 3.3 | -9.1 | 4.6
COCCn1c(SCC(=O)Nc2ccc(OC)c(S(N)(=O)=O)c2)nc2ccccc21 | -11.0 | 1.3 | 0.1 | -9.7 | 8.2 | -0.3 | 3.2 | 15.3 | -9.4
CCOC(=O)N1CCN(c2nc(N(c3ccccc3)c3ccccc3)nc(-n3ccnc3)n2)CC1 | 36.8 | . | -1.5 | 8.9 | . | -0.6 | . | 17.4 | .
CC(Sc1ncc(C(F)(F)F)cc1Cl)C(=O)NCC1CCCO1 (stereo unspecified) | 5.5 | 4.0 | 0.4 | 12.9 | -8.3 | -0.4 | -9.2 | 1.5 | -2.6
O=C1COc2ccc(C(=O)COC(=O)c3cnc(Cl)c(Cl)c3)cc2N1 | 0.5 | 5.0 | -0.3 | 23.8 | 14.0 | -0.1 | -4.6 | 2.3 | -6.9
COC(=O)CC1C(=O)NCCN1C(=O)c1ccc(Cl)cc1 (stereo unspecified) | 5.2 | 4.5 | 3.1 | -4.6 | -5.2 | -0.4 | -9.7 | -7.5 | -3.0
COc1cccc(-c2ncc3ccccc3c2COC(=O)c2ccc(C(F)(F)F)cc2)c1 | 26.8 | 15.7 | -0.6 | 10.3 | 13.0 | 2.2 | 1.1 | -2.2 | 1.4
O=C(CN1C(=O)c2cccc3cccc(c23)C1=O)N1CCCCCC1 | -8.6 | 2.6 | 0.9 | 14.4 | -10.8 | -1.0 | -1.8 | 17.6 | 3.7
O=C(COC(=O)c1cccs1)NCC1CCCO1 (stereo unspecified) | -13.6 | -0.9 | -2.4 | 5.6 | -1.1 | 2.1 | -31.0 | 3.5 | -8.8
COc1ccc(-c2ccc3c(c2)S(=O)(=O)c2cccc(C(=O)NCc4cccc(OC(F)(F)F)c4)c2C3=O)cc1OC | 72.8* | 6.5 | 29.3 | 4.0 | -17.6 | 0.6 | 15.7 | 6.5 | -3.3
Cn1nc(C(F)(F)F)c(-c2cccc(C(F)(F)F)c2)c1NC(=O)c1cccnc1 | 32.7 | -6.5 | -3.1 | -7.1 | -1.0 | -0.1 | 4.6 | -0.2 | 8.4
CCOc1ccc(C2=C(C=C(C#N)C#N)C(c3ccccc3)c3ccccc3O2)cc1 (stereo unspecified) | 16.5 | 32.6 | 0.0 | -6.0 | 17.2 | 1.5 | 15.4 | -5.4 | 12.6
O=C(NC1CCCC1)C(=O)N(Cc1cccnc1)C(C(=O)NC1CCCC1)c1ccco1 (stereo unspecified) | 13.7 | 3.5 | -1.7 | 12.5 | -14.0 | -1.0 | -2.2 | -7.4 | 2.6
COC(=O)C1=CN(c2ccc(F)cc2)C=C(C(=O)OC)C1c1cccc(Br)c1 | 25.4 | 20.2 | -3.4 | 19.3 | 34.7 | 2.4 | 12.5 | 13.1 | -0.9
CCOC(=O)c1[nH]c(CSc2nnnn2-c2ccccc2C)c(C(=O)OCC)c1C | -6.6 | 1.4 | -3.2 | 23.7 | 16.3 | 8.9 | 27.6 | 6.3 | 4.5
CCc1ccc(-c2cn3nc(C)c(C)nc3n2)cc1 | 45.0 | 11.5 | -9.1 | -126.4 | -6.4 | -9.9 | -17.2 | -133.2 | 4.7
Cc1ccccc1N(CC(=O)N/N=C/c1cc(Br)c(C)o1)S(C)(=O)=O | -2.3 | 0.0 | 1.2 | 3.9 | -0.9 | -0.8 | -12.7 | 1.5 | 6.6
CCOC(=O)c1c(NC(=O)COC(=O)c2ccccn2)sc(C)c1C | 16.7 | 4.5 | -1.9 | -0.3 | -3.4 | 0.5 | -2.1 | -34.5 | 0.6
